# rCAG RNA binder = binds r(CAG) RNA repeats; r(CAG) RNA repeat, TO-PRO-1 dye displacement fluorescence; inhibition, % at 3 µM; 370,000 tested, 1.3% active; AID 651821;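 active = inhibition above the plate cutoff, the mean of all test compounds on that plate plus 3 SD, cut at about 35% in these data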;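 note: 0% = DMSO alone and 100% = 100 µM mitoxantrone as full dye displacement; higher means more dye released from RNA so lower well fluorescence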
# ARFGAP1 inh = rat ARFGAP1 inhibition; AID 651572; Arfgap1-stimulated ARF1 GTP hydrolysis, GDP FP detection; 360,000 tested, 0.26% active; inhibition, % at 16.5 µM;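 active = inhibition above a per-plate limit, mean inhibition of low control wells plus 3 SD, cut at about 25% in these data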;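 note: 0% = DMSO wells with enzyme and 100% = wells lacking Arfgap1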
# Target sequence (Q62848 1-136 limits assumed): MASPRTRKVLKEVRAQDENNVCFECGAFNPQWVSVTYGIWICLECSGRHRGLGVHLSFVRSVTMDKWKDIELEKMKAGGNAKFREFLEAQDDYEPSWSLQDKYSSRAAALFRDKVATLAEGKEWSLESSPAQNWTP
#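 Replicates: Single well per compound | Assay system: Truncated rat Arfgap1 GAP domain | Control set: No-Arfgap1 wells (100%) versus DMSO full-reaction wells (0%) | Times: Enzyme reaction 120 min at 25 °C after 20 min preincubation | Reagent: Human ARF1(Δ1-17)-GTP substrate | Measured by: Tracer-displacement fluorescence polarization with EDTA stop, 620/688 nm | Measure: Percent inhibition of Arfgap1-stimulated GTP hydrolysis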
# GC-A act = GC-A (human) enzyme activation. 370,000 tested, 0.14% active. HEK293 GC-A cells, cGMP TR-FRET, EC30 ANP; 0% at EC30 ANP, 100% saturating ANP. activation, % at 10 µM. AID 1671463; in the data active = activation above about 40%
# ASAP1 inh = ASAP1 ArfGAP inhibition. AID 624377. inhibition, % at 16.5 µM. 360,000 tested, 0.19% active. ASAP1-stimulated ARF1 GTP hydrolysis, GDP FP detection. Q9ULH1; in the data active = inhibition above about 25%;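 note: 0% = vehicle with enzyme and substrate and 100% = no enzyme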
# PG9 Ab binder = small molecules binding HIV-1 gp120 antibody PG9 | TR-FRET gp120-PG9 antibody binding | inhibition, % at 6.7 µM | 360,000 tested, 0.43% active; in the data active = inhibition above about 8.5%
# ABHD4 inh = inhibitors of mouse ABHD4 | Q8VD66 | purified mABHD4, FP-Rh probe fluorescence polarization | inhibition, % at 8.92 µM | 370,000 tested, 0.54% active;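 active = inhibition exceeding the mean over every tested compound plus 3 SD, cut at about 30% in these data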;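 note: 0% = plate median of compound wells and 100% = S159A mutant with DMSO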
# Target sequence (Q8VD66 whole entry, looked up): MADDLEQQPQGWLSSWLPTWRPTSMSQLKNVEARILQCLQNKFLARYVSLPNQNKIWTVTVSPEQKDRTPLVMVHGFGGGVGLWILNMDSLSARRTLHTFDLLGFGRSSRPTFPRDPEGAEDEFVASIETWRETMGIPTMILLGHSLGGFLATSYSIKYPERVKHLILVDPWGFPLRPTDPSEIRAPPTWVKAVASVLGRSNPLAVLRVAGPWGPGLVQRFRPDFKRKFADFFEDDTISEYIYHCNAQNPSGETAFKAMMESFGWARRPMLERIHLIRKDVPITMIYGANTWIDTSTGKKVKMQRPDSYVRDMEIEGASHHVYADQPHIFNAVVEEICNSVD
#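 Assay system: wild-type mouse ABHD4 protein; compound: single nominal dose of 8.92 µM, 0.89% DMSO final; schedule: 45 min + 60 min at 25 °C; measured by: FP readout, ex 525 nm / em 598 nm; evaluation: % inhibition of FP-Rh probe binding versus controls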
# GC-B act = GC-B (human) receptor activation; P20594; AID 1920062; 370,000 tested, 0.11% active; activation, % at 10 µM; HEK293-GC-B cells, CNP EC30, cGMP TR-FRET; 0% at EC30 CNP, 100% saturating CNP;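 active = activation at 10 µM reaching about 35% in either raw or pattern-adjusted values, limit read from the data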
# HTRA1 inhibitor = HTRA1 (human) protease inhibition; Q92743; recombinant HTRA1, FP-rhodamine activity-based probe, fluorescence polarization; inhibition, % at 5.96 µM; 340,000 tested, 0.5% active; in the data active = inhibition above about 36%;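 note: 0% = enzyme with DMSO and 100% = wells lacking enzyme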
# Target sequence (Q92743 whole entry, looked up): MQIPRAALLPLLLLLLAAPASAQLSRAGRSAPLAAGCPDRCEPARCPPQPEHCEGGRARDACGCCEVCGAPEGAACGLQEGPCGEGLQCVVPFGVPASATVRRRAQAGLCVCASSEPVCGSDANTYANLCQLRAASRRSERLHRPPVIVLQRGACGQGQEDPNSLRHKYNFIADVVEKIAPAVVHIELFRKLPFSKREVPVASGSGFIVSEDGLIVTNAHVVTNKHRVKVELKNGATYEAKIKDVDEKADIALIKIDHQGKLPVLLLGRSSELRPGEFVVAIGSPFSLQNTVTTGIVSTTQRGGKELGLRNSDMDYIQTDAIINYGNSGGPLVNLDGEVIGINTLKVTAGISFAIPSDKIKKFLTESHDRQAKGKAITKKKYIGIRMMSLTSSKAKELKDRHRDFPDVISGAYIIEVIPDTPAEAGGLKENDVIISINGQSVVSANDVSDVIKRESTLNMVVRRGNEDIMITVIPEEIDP
# Rev-erbA mod = modulates human Rev-erb alpha binding to DNA; 370,000 tested, 0.79% active; activity, % at 10 µM; AID 1259318; Rev-erbα–FITC-DNA binding, fluorescence polarization, 90 min; P20393;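 active = activity above about 14%, limit read from the data; passing the limit was not always enough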;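 note: 0% = DMSO wells with 35 nM protein and 100% = DMSO wells with 750 nM protein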
# SMARCA2 activ = activators of SMARCA2 function | MG213 cells, MMTV-luciferase reporter, dexamethasone, overnight | activation, % at 9.1 µM | 370,000 tested, 1% active | AID 652017; in the data active = activation above about 7.8%;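 note: 0% = vehicle wells and 100% = reference activator wells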
# * marks the source's active call; other numbers are inactive results; / = not tested or not shown.
[1] CCNC(=O)C1(C)CCCN(Cc2ccc(-n3ccnc3)cc2)C1 (configuration not stated)
[2] O=C(CCl)Nc1ccc(N=Nc2ccccc2)cc1
[3] O=C(Cc1ccccc1)Nc1nc2ccccc2[nH]1
[4] Cc1ccc(S(=O)(=O)NCc2ccc(C(=O)N3CCN(c4ccccn4)CC3)cc2)cc1
[5] CC(=O)NC(Cc1ccc(C)cc1)C(=O)NC1CCN(S(=O)(=O)c2ccccc2)CC1 (configuration not stated)
[6] COc1ccc(-c2nc(-c3cccs3)c(-c3cccs3)[nH]2)cc1OC
[7] NC(CO)c1csc(Nc2ccc(C(=O)c3ccccc3)cc2)n1 (configuration not stated)
[8] COC(=O)c1cc2c(c3c4ccccc4n(S(=O)(=O)c4ccc(C)cc4)c13)C(=O)N(Cc1ccccc1)C2

assay / entry	1	2	3	4	5	6	7	8
rCAG RNA binder	0	2	-2	-1	-2	8	6	20
ARFGAP1 inh	8	9	-3	1	-4	1	0	4
GC-A act	3	33	5	2	1	-7	0	1
ASAP1 inh	1	1	3	9	7	13	11	2
PG9 Ab binder	0.2	-3.3	-1.1	1.3	-2.1	6.7	0.0	0.3
ABHD4 inh	6	2	-2	-3	-2	16	4	-8
GC-B act	1	-4	-2	2	-4	-5	-2	2
HTRA1 inhibitor	/	-1	-11	-5	4	14	/	/
Rev-erbA mod	-9	4	-4	-2	0	44*	-2	2
SMARCA2 activ	0	7	1	-1	0	-7	1	-5

[9] Cc1cccc(N(C(=O)Cn2nnc(-c3ccc(F)cc3)n2)C(C(=O)NC(C)(C)C)c2ccncc2)c1 (configuration not stated)
[10] Cc1nnc(SCC(=O)N2CCN(S(=O)(=O)c3ccccc3)CC2)n1Cc1ccccc1
[11] N#Cc1ccc(C(=O)N2CCN(S(=O)(=O)c3ccc(Br)s3)CC2)cc1
[12] COc1ccc(-n2c(SCC(=O)Nc3ccc(C)cc3)nc(O)c(Cc3ccccc3)c2=O)cc1
[13] CN(Cc1ccccc1)C(=O)COC(=O)COc1ccc(Cl)cc1
[14] COc1ccc(/C(O)=C/c2nc3ccc(C(=O)NCCc4cccc(C)c4)cc3[nH]c2=O)cc1OC
[15] COc1ccc(/C=C/c2nnc(NC(=O)COc3ccccc3)s2)cc1
[16] CCOC(=O)C1(CCCc2ccccc2)CCN(C(=O)CCn2cnnn2)CC1

assay / entry	9	10	11	12	13	14	15	16
rCAG RNA binder	4	-5	1	24	2	10	5	-8
ARFGAP1 inh	2	4	-6	12	-6	-4	5	-8
GC-A act	-3	0	-15	0	-7	-4	-2	-1
ASAP1 inh	8	9	8	-1	2	-1	-12	4
PG9 Ab binder	2.5	-0.8	-1.7	-2.0	1.7	1.8	-0.4	1.4
ABHD4 inh	5	-2	-4	-6	-3	-9	-5	5
GC-B act	-10	-3	-4	-2	-1	0	-9	2
HTRA1 inhibitor	0	2	3	0	-1	-15	1	-3
Rev-erbA mod	2	-1	-6	-3	5	7	-7	0
SMARCA2 activ	-1	-3	2	-1	-4	-2	-1	-4

[17] NC(=O)C1Cc2ccccc2CN1S(=O)(=O)c1ccc(Cl)s1 (configuration not stated)
[18] COc1ccc2[nH]c(C(=O)NCc3ccc4c(c3)OCO4)cc2c1
[19] COc1ccc(C(CC(=O)O)NC(=O)COc2ccc(C)cc2)cc1OC (configuration not stated)
[20] COc1ccc(Cn2ccnc2SCC(=O)Nc2cccc(NC(C)=O)c2)cc1
[21] C[C@H](CO)N1C[C@H](C)[C@@H](CN(C)Cc2cccnc2)Oc2cc(-c3cccnc3)ccc2S1(=O)=O
[22] COC(=O)c1cn(NC(=O)Cc2ccccc2Br)c(=O)c2ccccc12
[23] O=S(=O)(c1ccccc1)N1CCC(Oc2ccc(-n3cnnn3)cc2)CC1
[24] CC(=O)Nc1ccc(S(=O)(=O)N(Cc2ccco2)CC2CCCO2)cc1 (configuration not stated)

assay / entry	17	18	19	20	21	22	23	24
rCAG RNA binder	-2	4	3	3	-1	4	-3	5
ARFGAP1 inh	-2	9	24	-7	-1	-13	7	1
GC-A act	-9	0	-2	5	0	-5	0	-1
ASAP1 inh	-2	5	3	-6	4	-1	-5	-6
PG9 Ab binder	2.9	-0.4	-0.2	0.5	-2.2	1.6	-0.5	1.1
ABHD4 inh	-1	2	-4	-1	0	1	3	-1
GC-B act	-5	2	5	-3	2	-5	-3	7
HTRA1 inhibitor	-2	/	2	-2	2	2	-4	-6
Rev-erbA mod	2	-5	-2	4	2	-4	1	-5
SMARCA2 activ	0	-6	0	-1	-6	0	-3	-1

[25] COc1ccc(NC(=O)CSc2nc(N)c3cc4c(nc3n2)CCCC4)cc1
[26] Cc1cccc(N=O)n1
[27] O=C(NCCC1=CCCCC1)c1cnc2n(c1=O)CCS2
[28] N/C(COc1ccc(Cl)cc1)=N\NS(=O)(=O)c1ccccc1
[29] CCOC(=O)c1ccc(S(=O)(=O)Nc2cc(S(=O)(=O)N3CCOCC3)ccc2O)cc1
[30] COc1ccc(C(=O)Nn2c(CCC(=O)O)ccc2-c2ccc(C)cc2)cc1OC
[31] Cc1csc(CN(C)C(=O)CC2C(=O)NCCN2Cc2ccc(F)c(F)c2)n1 (configuration not stated)
[32] CC(C)Nc1nc(-c2ccccc2CO)c2sccc2n1

assay / entry	25	26	27	28	29	30	31	32
rCAG RNA binder	12	3	-3	-2	13	8	-5	1
ARFGAP1 inh	-3	13	0	-4	23	-1	-1	5
GC-A act	-11	1	-2	-7	3	3	1	2
ASAP1 inh	3	3	-3	14	1	-1	-3	-20
PG9 Ab binder	-1.3	-0.9	-0.4	-0.6	1.2	0.1	-1.0	-0.8
ABHD4 inh	-8	2	0	6	17	-7	11	0
GC-B act	0	-1	1	-6	1	3	0	1
HTRA1 inhibitor	-18	/	1	-6	-4	0	2	/
Rev-erbA mod	-2	6	-4	1	-8	-2	-4	-6
SMARCA2 activ	6	-1	7	0	-3	0	1	1

# Some of these compounds in order of heavy-atom count, descending:
[29] CCOC(=O)c1ccc(S(=O)(=O)Nc2cc(S(=O)(=O)N3CCOCC3)ccc2O)cc1
[27] O=C(NCCC1=CCCCC1)c1cnc2n(c1=O)CCS2
[26] Cc1cccc(N=O)n1

assay / entry	29	27	26
rCAG RNA binder	13	-3	3
ARFGAP1 inh	23	0	13
GC-A act	3	-2	1
ASAP1 inh	1	-3	3
PG9 Ab binder	1.2	-0.4	-0.9
ABHD4 inh	17	0	2
GC-B act	1	1	-1
HTRA1 inhibitor	-4	1	/
Rev-erbA mod	-8	-4	6
SMARCA2 activ	-3	7	-1

# Continuation.
[33] COc1ccc(C(=O)N2CCOC2CNC(=O)C(=O)NCc2ccccc2Cl)cc1 (configuration not stated)
[34] O=C(OCc1c(F)cccc1Cl)c1cccc(S(=O)(=O)N2CCOCC2)c1
[35] Cc1ccc(C(=O)Nc2ccc3c(c2)CCC3)o1
[36] Cc1ccc(C)c2nc(N3CCCC3)c(C#N)cc12
[37] COc1ccc(N/C(N)=N/c2nc(CSc3ccc(Cl)cc3)cc(=O)[nH]2)cc1
[38] NS(=O)(=O)c1cccc(NC(=O)c2ccc(NS(=O)(=O)c3cccc([N+](=O)[O-])c3)cc2)c1
[39] CCCCn1c(-c2ccsc2)nc2c1c(=O)[nH]c(=O)n2CCC
[40] CN(CCOC(=O)CCCc1ccccc1)C1CN(Cc2cn(Cc3ccccc3F)nn2)S(=O)(=O)C1 (configuration not stated)

assay / entry	33	34	35	36	37	38	39	40
rCAG RNA binder	-2	1	2	6	4	10	2	2
ARFGAP1 inh	4	3	8	12	3	-1	-4	/
GC-A act	2	3	-1	-13	-3	-2	0	-1
ASAP1 inh	-3	5	-5	6	-6	-5	5	/
PG9 Ab binder	-2.5	-1.9	-2.5	-2.2	-2.9	-0.3	0.8	/
ABHD4 inh	3	-8	12	4	-4	4	4	2
GC-B act	3	2	-4	0	-8	2	-2	6
HTRA1 inhibitor	-1	-19	-4	-18	-2	-5	15	/
Rev-erbA mod	1	1	-2	-5	-3	1	0	-4
SMARCA2 activ	-1	-1	7	-2	-2	-4	0	-3

[41] CC(C)CNS(=O)(=O)c1ccc2c(c1)OCCO2
[42] CCCCNc1nc(=S)n(-c2ccccc2)c(C)c1C(C)=O
[43] COC(=O)CCCCCC(CCC(=O)OC)NC(C)=O (configuration not stated)
[44] O=C(CCCC(=O)OCC(Cl)=C(Cl)Cl)Nc1cccc(F)c1
[45] CC(C)n1c(C(F)(F)F)nc2cc(C(=O)N3CCOCC3)ccc21
[46] CCOc1ccc(S(=O)(=O)N2CCCC(C(=O)N3CCCC3)C2)cc1 (configuration not stated)
[47] CC(C)(C)C1CCc2c(C(=O)N/N=C/c3cccs3)csc2C1 (configuration not stated)

assay / entry	41	42	43	44	45	46	47
rCAG RNA binder	3	7	1	-1	-3	-7	8
ARFGAP1 inh	13	-3	-8	-7	5	-7	2
GC-A act	4	-5	3	0	1	1	-4
ASAP1 inh	6	1	-11	-14	3	0	16
PG9 Ab binder	-0.5	-1.4	-2.4	-1.3	-3.0	-0.7	1.2
ABHD4 inh	2	1	4	-9	-2	7	2
GC-B act	1	-1	11	-6	-3	-1	1
HTRA1 inhibitor	-3	5	1	-21	-6	9	-10
Rev-erbA mod	0	2	-7	6	2	2	6
SMARCA2 activ	-1	1	-2	1	-3	-1	4

# As entered above.
# O=C(CCCC(=O)OCC(Cl)=C(Cl)Cl)Nc1cccc(F)c1 in GC-A act → 0
# CC(C)n1c(C(F)(F)F)nc2cc(C(=O)N3CCOCC3)ccc21 in GC-B act → -3
# CCOc1ccc(S(=O)(=O)N2CCCC(C(=O)N3CCCC3)C2)cc1 (configuration not stated) in SMARCA2 activ → -1
# CC(C)(C)C1CCc2c(C(=O)N/N=C/c3cccs3)csc2C1 (configuration not stated) in GC-A act → -4
# COC(=O)CCCCCC(CCC(=O)OC)NC(C)=O (configuration not stated) in GC-A act → 3
# CC(C)CNS(=O)(=O)c1ccc2c(c1)OCCO2 in GC-A act → 4

# Bioassay records: PubChem BioAssay, several laboratories
